ARFGAP1 inh: inhibitors of rat ARFGAP1 GAP activity, primary screen, biochemical, fluorescence polarization, GDP tracer; actives 0.26% (n = 360,000); ADP-ribosylation factor GTPase-activating protein 1 (Rattus norvegicus), Q62848; Arfgap1-stimulated ARF1 GTP hydrolysis, GDP FP detection; inhibition, % at 16.5 µM;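 active means inhibition above a per-plate limit, mean inhibition of low control wells plus 3 SD, cut at about 25% in these data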;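 further: 0% = DMSO wells with enzyme and 100% = wells lacking Arfgap1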
Target sequence (Q62848 1-136 limits assumed): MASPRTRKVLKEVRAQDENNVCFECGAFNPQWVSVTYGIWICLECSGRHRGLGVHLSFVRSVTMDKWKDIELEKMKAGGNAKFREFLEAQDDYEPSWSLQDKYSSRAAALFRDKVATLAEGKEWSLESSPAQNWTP
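System: truncated rat Arfgap1 GAP domain / Benchmarks: high control wells lacking Arfgap1, low control full reaction with DMSO / Times: compound-enzyme preincubation 20 min, reaction 120 min, detection 60 min, 25 °C / Repeats: one replicate per compound / Also added: human ARF1(Δ1-17)-GTP substrate / Measured by: Tracer-displacement fluorescence polarization with EDTA stop, 620/688 nm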
Tn7 DDE FP: inhibitors of Tn7 peptide binding to fibrin DD(E), primary screen, biochemical, fluorescence polarization, human fibrin, Tn7 probe; FP displacement of FITC-Tn7 peptide from fibrin DD(E); 0% = median of compound wells per plate; Fibrinogen beta chain (Homo sapiens), P02675; actives 0.13% (n = 370,000); inhibition, % at 8.3 µM;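 active means inhibition above the mean of compounds falling within the control limits plus 3 SD of them, cut at about 14% in these data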;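 further: 0% = plate median of compound wells and 100% = 10 µM Aha-Tn7 peptide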
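system = human fibrin DD(E) protein | quantity = DD(E) 2 µM final | medium = Tris/NaCl/CaCl2 buffer, pH 7.8 | also added = labelled Tn7 tracer, 0.1 µM | compound dosing = single point at 8.3 µM | timing = compound with protein 10 min, then 3 h after probe, room temperature | signal = FP measurement | benchmarks = Aha-Tn7 high control | repeats = one replicate per compound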
ADAM17 inh: ADAM17 inhibitors, primary screen, biochemical, QFRET; inhibition, % at 6.95 µM; AID 720648, 2013; recombinant ADAM17, EDANS/DABCYL FRET peptide cleavage; Disintegrin and metalloproteinase domain-containing protein 17 (Homo sapiens), P78536; actives 0.83% (n = 370,000);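 active means inhibition above the mean of compounds lying between control limits plus 3 SD, set per campaign, cut at about 8.5% in these data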;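 further: 0% = DMSO-only wells as the low control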
PLC-beta3 inh: human PLC-beta3 inhibitors, primary screen, biochemical, fluorescence; Purified PLC-beta3, fluorogenic substrate; inhibition, % at 12.2 µM; actives 0.18% (n = 370,000); AID 720704, 2013; in the data active means inhibition above about 11%;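 further: 0% = median of compound wells on plate and 100% = full blocker control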
PLCg1 inh: PLC-gamma1 enzyme inhibitors, primary screen, biochemical, fluorescence, purified enzyme. inhibition, % at 12.2 µM. fluorogenic substrate. actives 0.84% (n = 370,000). AID 720700, 2013; in the data active means inhibition above about 9.5%
Tn6 DDE FP: inhibitors of Tn6 peptide binding to fibrin DD(E), primary screen, biochemical, fluorescence polarization, human fibrin, Tn6 probe; Fibrinogen beta chain (Homo sapiens), P02675; inhibition, % at 8.3 µM; actives 0.21% (n = 370,000); AID 720509, 2013; Fibrin DD(E) TRITC-Tn6 fluorescence polarization displacement;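 active means inhibition above a per-campaign cutoff: mean of compounds within control limits plus 3 SD, cut at about 15% in these data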;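 further: 0% = median of all compound wells on the plate and 100% = blocking peptide control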
TDP2 inh: human TDP2 enzyme inhibitors, primary screen, biochemical, epi absorbance, recombinant enzyme; inhibition, % at 12.8 µM; T5PNP hydrolysis, p-nitrophenol absorbance 415 nm; actives 0.34% (n = 370,000);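 active means inhibition above the mean of all tested compounds plus 3 SD, set per campaign, cut at about 25% in these data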;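 further: 0% = DMSO with enzyme and 100% = buffer with substrate but no TDP2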
Target sequence (O95551 whole entry, looked up): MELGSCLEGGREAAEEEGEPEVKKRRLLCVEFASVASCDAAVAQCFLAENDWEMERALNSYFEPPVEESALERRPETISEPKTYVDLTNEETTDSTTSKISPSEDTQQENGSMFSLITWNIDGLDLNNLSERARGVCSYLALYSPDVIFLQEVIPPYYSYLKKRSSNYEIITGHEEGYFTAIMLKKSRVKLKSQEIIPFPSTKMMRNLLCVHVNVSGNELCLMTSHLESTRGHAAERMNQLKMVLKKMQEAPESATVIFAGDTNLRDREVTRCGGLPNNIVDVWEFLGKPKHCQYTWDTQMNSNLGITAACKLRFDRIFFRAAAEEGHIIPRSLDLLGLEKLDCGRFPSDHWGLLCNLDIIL
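Test system: human TDP2 enzyme; Input: 120 nM TDP2 per well; Buffer or medium: Mg2+-containing Tris-HCl buffer, pH 7.5; Reagent: 5 mM T5PNP; Dosing: 12.8 µM single point, 1% DMSO; Incubation: reaction 2 h, 37 °C; Detection: p-Nitrophenol epi absorbance; Read-out: % inhibition relative to enzyme-containing and enzyme-free wells; Replicates: single well per compound.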
SIAE primary: human SIAE inhibitors, primary screen, biochemical, fluorescence polarization, FP-Rh probe, 1536-well HTS | inhibition, % at 9.66 µM | Sialate O-acetylesterase (Homo sapiens), Q9HAT2 | SIAE FP-Rh probe binding | AID 1053197, 2014 | actives 0.69% (n = 370,000);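 active means inhibition above a cutoff: mean of compounds within the control limits plus 3 SD of those, cut at about 17% in these data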;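 further: 0% = plate median of compound wells and 100% = probe without SIAE protein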
ADAM10 inh: human ADAM10 inhibitors, primary screen, biochemical, QFRET, HTS; Disintegrin and metalloproteinase domain-containing protein 10 (Homo sapiens), O14672; recombinant ADAM10, EDANS/DABCYL FRET peptide cleavage, 3 h; inhibition, % at 7 µM; actives 0.62% (n = 370,000); AID 720582, 2013;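 active means inhibition above a per-campaign cutoff equal to the mean of compounds falling between control-based bounds plus 3 SD, cut at about 20% in these data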;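 further: 0% = DMSO wells while the 100% control is not disclosed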
Target sequence (O14672 214-748 limits assumed): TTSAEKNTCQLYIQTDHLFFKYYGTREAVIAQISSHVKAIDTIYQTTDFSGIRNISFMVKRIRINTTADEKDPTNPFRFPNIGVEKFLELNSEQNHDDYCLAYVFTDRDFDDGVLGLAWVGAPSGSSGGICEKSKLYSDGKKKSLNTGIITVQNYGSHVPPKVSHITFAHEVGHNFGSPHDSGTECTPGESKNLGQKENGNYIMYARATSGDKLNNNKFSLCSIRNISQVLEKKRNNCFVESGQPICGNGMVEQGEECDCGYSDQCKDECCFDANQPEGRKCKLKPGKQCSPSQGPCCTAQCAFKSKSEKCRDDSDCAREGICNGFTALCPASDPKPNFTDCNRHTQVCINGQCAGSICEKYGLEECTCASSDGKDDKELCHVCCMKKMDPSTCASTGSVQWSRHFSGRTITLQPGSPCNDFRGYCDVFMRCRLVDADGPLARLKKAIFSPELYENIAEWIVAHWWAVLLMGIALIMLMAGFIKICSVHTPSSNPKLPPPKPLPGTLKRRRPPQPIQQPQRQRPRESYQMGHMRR
ASAP1 GAP inh: inhibitors of human ASAP1 ArfGAP activity, primary screen, biochemical, fluorescence polarization | ASAP1-stimulated ARF1 GTP hydrolysis, GDP FP detection | AID 624377, 2012 | actives 0.19% (n = 360,000) | inhibition, % at 16.5 µM | Arf-GAP with SH3 domain, ANK repeat and PH domain-containing protein 1 (Homo sapiens), …; in the data active means inhibition above about 25%;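 further: 0% = vehicle with enzyme and substrate and 100% = no enzyme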
* marks the source's active call; other numbers are inactive results.

What do the screens show for `CC(=O)c1ccc(OCCCC(=O)Nc2ccc(C)c(S(=O)(=O)N3CCOCC3)c2)cc1`?
ARFGAP1 inh: -4; Tn7 DDE FP: -5; ADAM17 inh: -1; PLC-beta3 inh: -1; PLCg1 inh: -5; Tn6 DDE FP: 6; TDP2 inh: 4; SIAE primary: -6; ADAM10 inh: 4; ASAP1 GAP inh: -2

How did O=C(Nc1cccc(C(F)(F)F)c1)N1CCN(C(=O)Nc2cccc(C(F)(F)F)c2)CC1 do in these assays?
ARFGAP1 inh: 2; Tn7 DDE FP: 5; ADAM17 inh: -5; PLC-beta3 inh: -3; PLCg1 inh: 0; Tn6 DDE FP: -4; TDP2 inh: -2; SIAE primary: -9; ADAM10 inh: 2; ASAP1 GAP inh: 2

What do the screens show for `CCc1ccc(C2NC(=S)NC3=C2C(=O)CC(C)(C)C3)cc1` (stereo not drawn)?
ARFGAP1 inh: 9; Tn7 DDE FP: -9; ADAM17 inh: -7; PLC-beta3 inh: -9; PLCg1 inh: -9; Tn6 DDE FP: 1; TDP2 inh: 7; SIAE primary: 5; ADAM10 inh: -35; ASAP1 GAP inh: 1

What do the screens show for `COc1ccc(OC)c(/C=N/NC(=O)CC(=O)NCc2ccccc2)c1`?
ARFGAP1 inh: 6; Tn7 DDE FP: -1; ADAM17 inh: -209; PLC-beta3 inh: -241; PLCg1 inh: -205; Tn6 DDE FP: -7; TDP2 inh: 0; SIAE primary: -5; ADAM10 inh: inactive; ASAP1 GAP inh: -12

How did NC(=O)C(c1ccc(Cl)cc1Cl)c1ncc(C(F)(F)F)cc1Cl (stereo not drawn) do in these assays?
ARFGAP1 inh: 7; Tn7 DDE FP: 1; ADAM17 inh: -3; PLC-beta3 inh: 2; PLCg1 inh: -1; Tn6 DDE FP: -4; TDP2 inh: -27; SIAE primary: -1; ADAM10 inh: 9; ASAP1 GAP inh: 13

Results for NC(=O)c1ccc(NC(=O)CN2C(=O)NC(c3ccccc3)(c3ccccc3)C2=O)cc1 ?
ARFGAP1 inh: -4; Tn7 DDE FP: -4; ADAM17 inh: 3; PLC-beta3 inh: -5; PLCg1 inh: 10*; Tn6 DDE FP: 2; TDP2 inh: -14; SIAE primary: -17; ADAM10 inh: 15; ASAP1 GAP inh: 8

Results for COc1ccc(CCN(C(=O)C(F)(F)F)C(C(=O)NC2CCCC2)c2cccs2)cc1 (stereo not drawn) ?
ARFGAP1 inh: -1; Tn7 DDE FP: -2; ADAM17 inh: 2; PLC-beta3 inh: 0; PLCg1 inh: 1; Tn6 DDE FP: -3; TDP2 inh: -3; SIAE primary: -10; ADAM10 inh: 2; ASAP1 GAP inh: -1

What do the screens show for `Cc1nnc(NC(=O)C(C)Sc2nnc(CNC(=O)c3ccccc3F)n2C)s1` (stereo not drawn)?
ARFGAP1 inh: 6; Tn7 DDE FP: -2; ADAM17 inh: 2; PLC-beta3 inh: -4; PLCg1 inh: -2; Tn6 DDE FP: 2; TDP2 inh: 3; SIAE primary: -1; ADAM10 inh: -4; ASAP1 GAP inh: 9

Results for O=C(c1ccco1)N1CCN(C(c2ccccc2)c2nnnn2C2CCCC2)CC1 (stereo not drawn) ?
ARFGAP1 inh: -8; Tn7 DDE FP: 7; ADAM17 inh: -3; PLC-beta3 inh: 5; PLCg1 inh: 1; Tn6 DDE FP: 1; TDP2 inh: -6; SIAE primary: 0; ADAM10 inh: 3; ASAP1 GAP inh: -13

How did CCOC(=O)c1[nH]c(C)c(/C(C)=N\O)c1C do in these assays?
ARFGAP1 inh: 5; Tn7 DDE FP: 3; ADAM17 inh: -1; PLC-beta3 inh: -6; PLCg1 inh: -2; Tn6 DDE FP: 8; TDP2 inh: 5; SIAE primary: 4; ADAM10 inh: 3; ASAP1 GAP inh: -15

Results for Cc1nc2c(nnn2Cc2ccccc2)c(=O)[nH]1 ?
ARFGAP1 inh: 4; Tn7 DDE FP: -5; ADAM17 inh: -30; PLC-beta3 inh: -12; PLCg1 inh: -12; Tn6 DDE FP: -9; TDP2 inh: 11; SIAE primary: 4; ADAM10 inh: -9; ASAP1 GAP inh: 10

What do the screens show for `O=C(c1ccc2c(=O)n(C3CCCC3)c(=S)[nH]c2c1)N1CCN(C2CCCCC2)CC1`?
ARFGAP1 inh: -6; Tn7 DDE FP: -3; ADAM17 inh: 1; PLC-beta3 inh: 4; PLCg1 inh: 0; Tn6 DDE FP: -5; TDP2 inh: -6; SIAE primary: -6; ADAM10 inh: 2; ASAP1 GAP inh: 13

Results for O=S1(=O)c2c(cccc2N2CCSCC2)Oc2ccccc2CN1Cc1cn(Cc2ccc(F)cc2)nn1 ?
Tn7 DDE FP: -5; ADAM17 inh: 0; PLC-beta3 inh: -7; PLCg1 inh: -5; Tn6 DDE FP: -10; TDP2 inh: -4; SIAE primary: -1; ADAM10 inh: -2

Results for COc1ccccc1[N+](=O)[O-] ?
ARFGAP1 inh: 7; Tn7 DDE FP: 1; ADAM17 inh: -5; PLC-beta3 inh: -1; PLCg1 inh: 0; Tn6 DDE FP: -2; TDP2 inh: -1; SIAE primary: -2; ADAM10 inh: -18; ASAP1 GAP inh: 0

How did O=C(O)c1ccc(NC2=C/C(=N/S(=O)(=O)c3ccccc3)c3ccccc3C2=O)cc1 do in these assays?
ARFGAP1 inh: 0; Tn7 DDE FP: 1; ADAM17 inh: 2; PLC-beta3 inh: 7; PLCg1 inh: 11*; Tn6 DDE FP: -6; TDP2 inh: 72*; SIAE primary: 9; ADAM10 inh: 10; ASAP1 GAP inh: -3

What do the screens show for `CSCc1ccc(C(=O)Nc2ccc(C(N)=O)cc2)cc1`?
ARFGAP1 inh: -20; Tn7 DDE FP: 1; ADAM17 inh: -2; PLC-beta3 inh: -6; PLCg1 inh: -2; Tn6 DDE FP: 4; TDP2 inh: 3; SIAE primary: 6; ADAM10 inh: -7; ASAP1 GAP inh: 1

What do the screens show for `CN(C(=O)c1ccncc1)C1CCS(=O)(=O)C1` (stereo not drawn)?
ARFGAP1 inh: -7; Tn7 DDE FP: 0; ADAM17 inh: 3; PLC-beta3 inh: 7; PLCg1 inh: 6; Tn6 DDE FP: 0; TDP2 inh: -22; SIAE primary: 2; ADAM10 inh: 2; ASAP1 GAP inh: 2

How did Cc1ccc(S(=O)(=O)N2CC(C)N(S(C)(=O)=O)C2)cc1 (stereo not drawn) do in these assays?
ARFGAP1 inh: 7; Tn7 DDE FP: 1; ADAM17 inh: 1; PLC-beta3 inh: -6; PLCg1 inh: 0; Tn6 DDE FP: 7; TDP2 inh: -1; SIAE primary: -4; ADAM10 inh: 2; ASAP1 GAP inh: 2

What do the screens show for `Cc1c(N=C2NC(=O)C(CC(=O)Nc3ccc(Cl)cc3)S2)c(=O)n(-c2ccccc2)n1C` (stereo not drawn)?
ARFGAP1 inh: -8; Tn7 DDE FP: -4; ADAM17 inh: -1; PLC-beta3 inh: 0; PLCg1 inh: -1; Tn6 DDE FP: -6; TDP2 inh: 8; SIAE primary: 5; ADAM10 inh: 5; ASAP1 GAP inh: -11

What do the screens show for `O=C(Nc1ccc(F)cc1)OCc1cn(Cc2ccccc2F)nn1`?
Tn7 DDE FP: 2; ADAM17 inh: 1; PLC-beta3 inh: 1; PLCg1 inh: 2; Tn6 DDE FP: 8; TDP2 inh: 5; SIAE primary: -3; ADAM10 inh: 2

What do the screens show for `CCCCNC(=O)C[C@H]1C[C@@]2(C(=O)OC)C(=C[C@H](C3CCCC3)O[C@@H]2C)N(Cc2ccccc2)C1=O`?
ARFGAP1 inh: 2; Tn7 DDE FP: 0; ADAM17 inh: -4; PLC-beta3 inh: 1; PLCg1 inh: 0; Tn6 DDE FP: 4; TDP2 inh: 4; SIAE primary: -1; ADAM10 inh: 0; ASAP1 GAP inh: 3

Arranged by SMILES length (lowest first): part of the list above
What do the screens show for `O=C(Nc1ccc(F)cc1)OCc1cn(Cc2ccccc2F)nn1`?
Tn7 DDE FP: 2; ADAM17 inh: 1; PLC-beta3 inh: 1; PLCg1 inh: 2; Tn6 DDE FP: 8; TDP2 inh: 5; SIAE primary: -3; ADAM10 inh: 2

How did Cc1ccc(S(=O)(=O)N2CC(C)N(S(C)(=O)=O)C2)cc1 (stereo not drawn) do in these assays?
ARFGAP1 inh: 7; Tn7 DDE FP: 1; ADAM17 inh: 1; PLC-beta3 inh: -6; PLCg1 inh: 0; Tn6 DDE FP: 7; TDP2 inh: -1; SIAE primary: -4; ADAM10 inh: 2; ASAP1 GAP inh: 2

What do the screens show for `O=C(c1ccc2c(=O)n(C3CCCC3)c(=S)[nH]c2c1)N1CCN(C2CCCCC2)CC1`?
ARFGAP1 inh: -6; Tn7 DDE FP: -3; ADAM17 inh: 1; PLC-beta3 inh: 4; PLCg1 inh: 0; Tn6 DDE FP: -5; TDP2 inh: -6; SIAE primary: -6; ADAM10 inh: 2; ASAP1 GAP inh: 13

What do the screens show for `Cc1c(N=C2NC(=O)C(CC(=O)Nc3ccc(Cl)cc3)S2)c(=O)n(-c2ccccc2)n1C` (stereo not drawn)?
ARFGAP1 inh: -8; Tn7 DDE FP: -4; ADAM17 inh: -1; PLC-beta3 inh: 0; PLCg1 inh: -1; Tn6 DDE FP: -6; TDP2 inh: 8; SIAE primary: 5; ADAM10 inh: 5; ASAP1 GAP inh: -11

Screening data (PubChem)
